Source: PubChem
TRPV1 ag = human TRPV1 agonism; Q8NER1; TRPV1-expressing cells, Fluo-8 calcium influx, agonist mode; activation, % at 8.33 µM; 320,000 compounds, 0.19% hits; AID 540275; in the data active means activation above about 80%; inconclusive means between about 30% and that limit; further: 0% is about no effect
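Cells expressing TRPV1 were dye-loaded with Fluo-8 and read kinetically: 10 s baseline, 3 min after compound (agonist portion), then 2 min after EC20 capsaicin (allosteric enhancer portion). Calcium-bound dye fluorescence at 480/520 nm.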
Tb PFK block = T. brucei PFK enzyme inhibition; O15648; T. brucei PFK, ADP-Glo luminescence; Potency, µM (highest dose often 57.5 µM), inactives show top-dose activity, negative = inhibition, hits mostly inhibitors; 330,000 compounds, 0.17% hits; AID 485367;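 further: potency means the concentration at half of the fitted maximal effect; 0% = uninhibited 1x PFK enzyme wells and -100% = no-enzyme wells; nearly all actives have a fitted effect of over 60% in size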
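PFK 1.25 nM, F6P 0.5 mM, ATP 0.1 mM, 0.1 M TEA pH 8.0, 5 mM MgCl2, 0.01% Tween20, 0.1% BSA; 45 min RT. ADP-Glo readout. qHTS titration up to 57 uM; curves fitted, compounds curve-classed.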
FLuc counter = counter-screen for miR-21 project: firefly luciferase inhibitors or activators; P08659; AID 588342; 360,000 compounds, 6.9% hits; purified FLuc, Km substrates, luminescence inhibition; Potency, µM (doses to about 57.5 µM), for the others: at the top dose activity change, negative = inhibition, most hits filed as inhibitors;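 further: potency means the concentration at half of the fitted maximal effect; plate controls were vehicle for no effect and reference inhibitor for full effect; nearly all actives have a fitted effect of over 55% in size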
Target sequence (P08659 whole entry, looked up): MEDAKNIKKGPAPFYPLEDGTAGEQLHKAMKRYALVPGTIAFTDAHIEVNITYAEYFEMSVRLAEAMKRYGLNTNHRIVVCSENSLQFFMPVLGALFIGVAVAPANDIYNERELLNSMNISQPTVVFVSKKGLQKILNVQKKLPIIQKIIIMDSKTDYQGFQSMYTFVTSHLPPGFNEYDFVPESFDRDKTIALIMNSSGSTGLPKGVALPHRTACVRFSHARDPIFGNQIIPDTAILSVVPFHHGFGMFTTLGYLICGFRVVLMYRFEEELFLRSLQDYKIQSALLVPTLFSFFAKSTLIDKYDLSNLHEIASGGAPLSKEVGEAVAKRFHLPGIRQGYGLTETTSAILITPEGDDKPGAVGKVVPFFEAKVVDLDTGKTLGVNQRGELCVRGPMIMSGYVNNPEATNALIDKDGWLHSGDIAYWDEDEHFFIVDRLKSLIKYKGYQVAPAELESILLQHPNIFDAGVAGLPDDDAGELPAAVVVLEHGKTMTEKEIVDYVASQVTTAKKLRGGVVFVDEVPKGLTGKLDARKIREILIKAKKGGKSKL
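Biochemical qHTS of compounds, final roughly 60 µM downward over six points, against 10 nM purified firefly luciferase using Km concentrations of substrates (10 uM D-luciferin, 10 uM ATP) in Tris acetate pH 7.5 buffer; luminescence output.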
RORg inh = ROR gamma (mouse) transcription inhibition; 310,000 compounds, 5.4% hits; Potency, µM (titrated, usually from 53.6 µM), without a hit: at the top dose activity change, negative = inhibition, hits mostly inhibitors; Drosophila S2 Gal4-RORgamma UAS-luciferase reporter, 20 h; P51450; AID 2551; further: potency means the concentration at half of the fitted maximal effect; on the % scale 0 is the no-effect control and ±100 the full control effect; nearly all actives have a fitted effect of over 60% in size
Target sequence (P51450 whole entry, looked up, the tested form may be a part): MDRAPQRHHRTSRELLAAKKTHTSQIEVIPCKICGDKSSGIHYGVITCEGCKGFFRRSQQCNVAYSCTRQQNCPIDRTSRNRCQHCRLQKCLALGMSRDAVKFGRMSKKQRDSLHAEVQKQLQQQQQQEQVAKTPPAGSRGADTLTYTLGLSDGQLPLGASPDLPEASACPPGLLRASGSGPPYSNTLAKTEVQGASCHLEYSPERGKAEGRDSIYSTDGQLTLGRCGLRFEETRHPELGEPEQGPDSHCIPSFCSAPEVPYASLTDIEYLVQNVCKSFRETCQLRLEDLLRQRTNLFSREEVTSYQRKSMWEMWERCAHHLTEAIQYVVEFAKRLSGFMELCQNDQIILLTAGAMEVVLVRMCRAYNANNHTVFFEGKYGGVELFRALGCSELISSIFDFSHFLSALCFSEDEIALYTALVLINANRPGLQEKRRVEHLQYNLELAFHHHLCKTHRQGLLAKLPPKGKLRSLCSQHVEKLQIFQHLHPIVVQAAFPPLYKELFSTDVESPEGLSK
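Stable Schneider cell line, Gal4 DNA-binding domain fused to ROR gamma, UAS-luciferase. Cmpd 1 hr RT → CuSO4 700 uM final → 20 hr RT → luciferase reagent 10 min → luminescence.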
VP16 counter = inhibits Gal4-VP16 luciferase reporter, ROR gamma counter-screen | Potency, µM (doses to about 53.6 µM), without a hit: at the top dose activity, negative = inhibition, most hits filed as inhibitors | AID 2546 | Drosophila S2 Gal4-VP16 UAS-luciferase, luminescence, 20 h | 310,000 compounds, 3.5% hits;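 further: Gal4-VP16 expression switched on by copper sulfate through the metallothionein promoter; potency means the concentration at half of the fitted maximal effect; on the % scale 0 is the no-effect control and ±100 the full control effect; nearly all actives have a fitted effect of over 50% in size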
ELG1 genotox = genotoxicity induction in ELG1-luciferase HEK293T cells | HEK293T ELG1-luciferase reporter, luminescence, 16 h | Potency, µM (highest dose often 46 µM), for the others: at the highest dose activity change, positive = activation, actives largely listed as activators | 330,000 compounds, 1.3% hits | AID 504466; further: potency means the concentration at half of the fitted maximal effect; % of control where 0% means no effect; nearly all actives have a fitted effect of over 60% in size
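Screening used a luciferase reporter fused to human ELG1 in HEK293T cells. Luminescence was read on a CCD plate imager after 16 hr exposure and 30 min ONE-Glo incubation.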
p53 reactivation = mutant p53 re-activation in reporter cells; H1299 p53-A138V BP100-luciferase reporter, luminescence, 24 h; Potency, µM (top dose mostly 92.2 µM), inactives show at the top dose activity change, positive = activation, usual class: activators; 320,000 compounds, 0.063% hits; further: potency means the concentration at half of the fitted maximal effect; % of control where 0% means no effect; nearly all actives have a fitted effect of over 45% in size
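H1299 (p53-null), stable ts p53-A138V + BP100-Luc; 1000 cells/well, Opti-MEM/10% FBS; cpd 4 pt, 1:5; 24 h, 37 deg C, 5% CO2; detection reagent 10 min RT; luminescence.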
NPC1 promoter act = NPC1 promoter activation; Huh7 NPC1 promoter luciferase reporter, 24 h; Potency, µM (doses to about 9.22 µM), for inactives: at the top dose activation, actives largely listed as activators; 320,000 compounds, 2.4% hits;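 further: potency means the concentration at half of the fitted maximal effect; % of control where 0% means no effect; nearly all actives have a fitted effect of over 60% in size; reporter is driven by a mutant NPC1 promoter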
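Readout is luciferase luminescence, reflecting NPC1 promoter activation in stably transfected Huh7 cells after 24 h compound exposure at 37 °C in reduced-serum medium with 10% FBS.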
ELG1 DNA repair = ELG1-dependent DNA repair inhibition | AID 504467 | 330,000 compounds, 2.3% hits | HEK293T ELG1-luciferase reporter, luminescence, 16 h; DNA damage induced by 5-fluorouridine | Potency, µM (titrated, usually from 46.1 µM), inactives show at the top dose activity change, negative = inhibition, most hits filed as inhibitors; further: potency means the concentration at half of the fitted maximal effect; on the % scale 0 is the no-effect control and ±100 the full control effect; nearly all actives have a fitted effect of over 55% in size
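Quantitative HTS, concentration-response format. 2,000 cells/well co-treated with 5-fluorouridine and compound, 16 hr in 5% CO2 at 37 °C; ONE-Glo luminescence read after 30 min.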
BRCA1 expr act = increases BRCA1 expression | MCF7-BRCA1-FFLuc reporter, luminescence, 48 h; response scale: scaled: vehicle 0%, 10 µM genistein 100% | Potency, µM (highest dose often 46.1 µM), for the others: at the highest dose activation, actives largely listed as activators | 380,000 compounds, 1.1% hits | AID 624202; further: potency means the concentration at half of the fitted maximal effect; nearly all actives have a fitted effect of over 80% in size; some results filed as inactive show a strong effect at the top dose
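Using MCF7 cells harboring a BRCA1 firefly luciferase reporter, plated 2 h before compound pinning, the screen measured luminescence after 48 h incubation. Responses were normalized to DMSO and 10 microM genistein, then fitted for concentration-effect.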
Rab9 promoter act = activates the Rab9 promoter; Huh7 Rab9 promoter-luciferase reporter, luminescence, 24 h; Potency, µM (series often up to 9.22 µM), without a hit: at the top dose activation, negative = inhibition, hits mostly activators; AID 485297; 320,000 compounds, 2.8% hits; further: potency means the concentration at half of the fitted maximal effect; % of control where 0% means no effect; nearly all actives have a fitted effect of over 60% in size
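Measured in stably transfected Huh7 cells bearing a Rab9 promoter–luciferase construct: 24 h compound treatment at 37 °C, followed by luminescence detection.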
* marks the source's active call; other numbers are inactive results; ? = inconclusive; / = no result given; [ ] = remark or other dose. Unless noted, the call rests on the fitted dose curve; in most records, active means well fitted curve in the direction sought with a large enough effect; inconclusive means small, poorly fitted or top-dose-only effect, or another doubt; inactive means no such curve, though single readings can be large; an effect the other way counts as inactive or inconclusive. This is a random part of the collection. Share with any hit: about 15%.

smiles	BRCA1 expr act	RORg inh	NPC1 promoter act	FLuc counter	p53 reactivation	Rab9 promoter act	Tb PFK block	ELG1 DNA repair	ELG1 genotox	TRPV1 ag	VP16 counter
O=C(c1ccc(Cl)cc1)N1N=C(c2ccccn2)CC1(O)C(F)(F)F (stereo not given)	-66%	1.4µM*	-1%	0%	10%	6%	0%	?	-2%	/	4.5µM*
O=C(Nc1nccs1)C1CC(=O)N(Cc2ccco2)C1 (stereo not given)	0%	26%	0%	-4%	-4%	6%	-5%	4%	-3%	-2	6%
CCOC(=O)C1CCN(C(=O)c2sc3nc(-c4ccccc4)cn3c2C)CC1	-27%	9%	8%	-18%	1%	-3%	-1%	?	3%	3	-1%
Cc1nc2ccccn2c1C(=O)Nc1ccc2c(c1)OCCO2	46%	?	?	12µM*	?	?	2%	?	?	1	-12%
COc1ccccc1OCCC(=O)Nc1nc(C)cs1	28%	20%	-4%	1%	9%	1%	2%	7%	2%	10	-3%
CCOC(=O)N1CCC(NC(=O)c2cccn3c(=O)c4cc(Br)ccc4nc23)CC1	-15%	2%	-4%	1%	-3%	-7%	-2%	?	2%	-1	-1%
CCOC(=O)C(C)Oc1c(Br)cc(C2NC(=O)NC(C)=C2C(C)=O)cc1OCC (stereo not given)	6%	-7%	1%	-2%	-3%	-4%	0%	3%	-1%	4	0%
COc1ccc(C(=O)N2CCN(c3ccc(C)cc3C)CC2)cc1OC	-7%	-12%	-1%	2%	0%	-5%	0%	-13%	-3%	-3	-12%
CCCCn1c(N)c(N(CCOC)C(=O)c2ccc(-c3ccc(Cl)cc3)o2)c(=O)[nH]c1=O	-19%	/	9%	-11%	-6%	-9%	2%	0%	-1%	2	/
Cc1ccc(S(=O)(=O)Nc2ccccc2-c2nc3ccccc3[nH]c2=O)cc1	-33%	/	-3%	1%	-8%	-3%	-1%	-16%	1%	6	/
Cc1ccc(CNC(=O)CCSCCC(=O)NCc2ccc(C)cc2)cc1	7%	?	-3%	0%	-2%	3%	1%	12%	0%	-2	10%
CN(C(=S)NC1CCCCC1)C1(c2ccccc2Cl)CCCCC1=O (stereo not given)	-11%	13µM*	-2%	0%	13%	-3%	-2%	21%	0%	3	?
O=C(CN1C(=O)NC2(CCCC2)C1=O)NCC1CCCO1 (stereo not given)	12%	-1%	-2%	0%	-2%	-2%	2%	-11%	2%	2	3%
Cc1nc2ccc(NC(=O)c3ccc([N+](=O)[O-])cc3)cc2s1	-16%	-22%	11%	-2%	12%	13%	1%	?	8%	-7	?
CCOC(=O)c1nnn(-c2nonc2N)c1-c1ccccc1Cl	-9%	-11%	-1%	-6%	-5%	0%	-4%	13%	-3%	-1	8%
O=S(=O)(c1ccccc1)N(C1=NCCS1)S(=O)(=O)c1ccccc1	-9%	10%	1%	1%	0%	2%	0%	2%	-6%	-2	7%
O=C(Nc1ccccc1C(=O)NCc1cccnc1)c1cccc([N+](=O)[O-])c1	-13%	1%	-13%	-1%	1%	-2%	-1%	?	-12%	5	1%
C/C=C\C=C/C(=O)Nc1cccc(C2=NOC3(C2)C[C@@H](C(N)=O)N(C(=O)/C=C/CC)C3)c1 (stereo not given in full)	0%	3%	2%	17µM*	2%	10%	3%	?	4%	0	6%
Cc1ccc(C(=O)N2NC(c3ccccc3F)C3C(=O)N(c4cccc(C)c4)C(=O)C32)cc1 (stereo not given)	14%	-23%	2%	-8%	5%	-4%	-2%	0%	-1%	?	-20%
COc1ccc(OC)c(NC(=O)CC2SC(=Nc3ccccc3)N(CCc3ccccn3)C2=O)c1 (stereo not given)	-25%	32%	-2%	-1%	-3%	2%	-2%	?	-5%	-1	-1%
Cc1cc(N2CCCCC2)nc(N)n1	-46%	-4%	-2%	1%	-1%	0%	0%	0%	2%	18	-7%
COC(=O)NNC(=O)CCCOc1ccc(Cl)cc1Cl	2%	40%	-4%	-2%	-13%	-3%	-3%	12%	2%	2	8%
CS(=O)(=O)c1ccc2nc(NC(=O)CCNC(=O)c3ccc(Cl)cc3)sc2c1	41%	/	16%	2%	28%	14%	5%	?	11%	1	/
CC(C)[C@@H]1N[C@]2(C(=O)Nc3ccccc32)[C@@H]2C(=O)N(c3cccc(C(F)(F)F)c3)C(=O)[C@@H]21	-11%	23%	11%	-2%	-2%	4%	4%	-23%	1%	?	0%
COc1ccc(/C=C/c2noc(-c3ccccc3OC(C)=O)n2)cc1	?	11µM*	?	15µM*	5%	2.2µM*	10%	?	?	1	?
N#Cc1ccsc1NC(=O)CN1CCN(c2ccccn2)CC1	-12%	11%	1%	-1%	1%	0%	4%	1%	2%	-3	13%
Cc1ccc(NC(=O)CSCC(=O)Nc2ccccc2C(=O)NC2CC2)cc1	-11%	/	6%	-14%	12%	-7%	0%	16%	-4%	3	/
O=C(CSc1nc2[nH]ncc2c(=O)n1-c1ccc(Cl)c(Cl)c1)NCc1ccccc1Cl	-44%	?	-4%	2%	-6%	-5%	-2%	?	-9%	-2	-19%
O=C(Nc1cccc(NC(=O)c2ccccc2F)c1)c1ccccc1	20%	15%	4%	?	0%	9%	1%	11%	-1%	14	1%
COc1cc(C2c3c(oc4ccc(Cl)cc4c3=O)C(=O)N2Cc2ccco2)cc(OC)c1OC (stereo not given)	/	0%[10 µM]	1%	1%	-1%	2%	-2%	5%	0%	-1	7%

In a second layout: results already given.
CN(C(=S)NC1CCCCC1)C1(c2ccccc2Cl)CCCCC1=O (stereo not given)
  BRCA1 expr act: -11%
  RORg inh: 13µM*
  NPC1 promoter act: -2%
  FLuc counter: 0%
  p53 reactivation: 13%
  Rab9 promoter act: -3%
  Tb PFK block: -2%
  ELG1 DNA repair: 21%
  ELG1 genotox: 0%
  TRPV1 ag: 3
  VP16 counter: ?
Cc1ccc(CNC(=O)CCSCCC(=O)NCc2ccc(C)cc2)cc1
  BRCA1 expr act: 7%
  RORg inh: ?
  NPC1 promoter act: -3%
  FLuc counter: 0%
  p53 reactivation: -2%
  Rab9 promoter act: 3%
  Tb PFK block: 1%
  ELG1 DNA repair: 12%
  ELG1 genotox: 0%
  TRPV1 ag: -2
  VP16 counter: 10%

Going on with the list.
smiles	BRCA1 expr act	RORg inh	NPC1 promoter act	FLuc counter	p53 reactivation	Rab9 promoter act	Tb PFK block	ELG1 DNA repair	ELG1 genotox	TRPV1 ag	VP16 counter
Cc1nnc2ccc(Oc3ccc(-c4ccccc4)cc3)nn12	-48%	16%	-4%	-20%	8%	-6%	-1%	?	-2%	8	?
Cc1ccc(C(=O)NCc2ccc3c(c2)OCO3)c(C)c1	51%	15%	9%	1%	4%	21%	-1%	28%	5%	0	-9%
CCOC(=O)COc1cc(O)c2c(=O)cc(-c3ccccc3)oc2c1	-6%	-12%	-5%	-14%	3%	-2%	-2%	-4%	3%	0	-1%
CCN(CC)S(=O)(=O)c1ccc(N2CCOCC2)c(NC(=O)c2ccc3c(c2)OCCO3)c1	-36%	/	-3%	4%	-2%	-3%	-1%	?	-5%	?	/
O=C(NCC(=O)N(c1cccnc1)C(C(=O)NC1CCCCC1)c1ccccc1F)c1ccco1 (stereo not given)	17%	2%	1%	5%	-5%	1%	0%	2%	1%	-2	4%
C=CCSC1=C(C#N)C(c2ccccc2Cl)C(C(=O)c2cccs2)C(O)(C(F)(F)F)N1 (stereo not given)	-62%	?	-1%	6%	13%	0%	-2%	?	-6%	18	?
COc1ccc(N2CCN(C(CNC(=O)c3cccs3)c3ccco3)CC2)cc1 (stereo not given)	9%	/	6%	8%	7%	-5%	21%	15%	-3%	1	/
CCc1ccc(-c2cc(C)no2)cc1S(=O)(=O)NCCN1CCC(C)CC1	-22%	-2%	3%	2%	8%	3%	1%	9%	0%	5	-3%
COc1ccc(C2OC(=O)CC2C(=O)N2CCN(c3cc(Cl)ccc3C)CC2)cc1OC (stereo not given)	-17%	-36%	-2%	-1%	1%	2%	3%	-17%	-1%	10	-3%
CCCNC(=O)CCn1cc(-c2ccc(OC)cc2)nc1CCN	1%	/	9%	1%	-13%	-4%	-19%	4%	2%	3	/
CCOc1ccc(C(C)=O)cc1N1C(=O)C2C(C1=O)C1C=CC2C12CC2 (stereo not given)	9%	20%	-2%	1%	-6%	-1%	4%	6%	-1%	3	-10%
